# High-throughput results deposited in PubChem BioAssay by NCI.
# yeast mec2-1 = NCI yeast anticancer drug screen, S. cerevisiae mec2-1 strain | growth inhibition, % at 50 µM | 79,000 tested, 9% active | AID 157;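 note: 0% = growth of vehicle-only cultures of the same strain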
#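 Cells of the genetically defined mec2-1 yeast strain are incubated with test compound. Inhibition of growth is calculated against vehicle-treated controls.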
# sgs1 mgt1 = NCI yeast anticancer drug screen, S. cerevisiae sgs1 mgt1 strain. AID 161. 78,000 tested, 10% active. % growth inhibition at 50 µM;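 note: 0% = growth of vehicle-only cultures of the same strain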
#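 Inhibition of yeast growth, normalised to vehicle-treated controls, is reported for a strain bearing genetic alterations in DNA damage repair.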
# rad50 = NCI yeast anticancer drug screen, S. cerevisiae rad50 strain; AID 155; 79,000 tested, 10% active; % growth inhibition at 50 µM;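 note: 0% = growth of vehicle-only cultures of the same strain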
#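 Vehicle-treated cultures provide the reference for the growth inhibition reported for compound-exposed, repair-deficient yeast.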
# cln2 rad14 = NCI yeast anticancer drug screen, S. cerevisiae cln2 rad14 strain; % growth inhibition at 50 µM; 78,000 tested, 8.3% active; AID 165;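 note: 0% = growth of vehicle-only cultures of the same strain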
#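 Each compound was tested on cln2 rad14 yeast. Inhibition of growth was calculated against vehicle-exposed controls.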
# bub3 = NCI yeast anticancer drug screen, S. cerevisiae bub3 mutant strain. % growth inhibition at 50 µM. 78,000 tested, 9.9% active;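 note: 0% = growth of vehicle-only cultures of the same strain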
#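 Mutant yeast screening strain plus compound; vehicle-treated cultures serve as the 0% inhibition reference.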
# yeast mlh1 rad18 = NCI yeast anticancer drug screen, S. cerevisiae mlh1 rad18 strain; % growth inhibition at 50 µM; 79,000 tested, 11% active; AID 175;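 note: 0% = growth of vehicle-only cultures of the same strain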
#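 Read-out is yeast growth inhibition, calculated against vehicle-only controls. The compound was applied to a strain engineered with DNA damage repair alterations.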
# * = called active by the depositor; . = no result given; & = joins results of further samples; ! = repeats disagree. Cut-off read from the data, not from the text of the source: active = growth inhibition above about 70%; inactive = the rest.
SMILES,yeast mec2-1,sgs1 mgt1,rad50,cln2 rad14,bub3,yeast mlh1 rad18
C[N+](C)(N)CCS(N)(=O)=O,-10,6,0,-22,27,0
COc1ccc2c(c1OC)C1(CCN(C)C)CC(O)CCC1C=C2 (centres undefined),8,6,20,-5,13,18
Cc1cc2c(=O)c(C(=O)O)c[nH]c2cc1-n1cccc1,24,45,42,16,36,33
CCOC(=O)/C=C/C(=O)OCC,0,-5,-2,-3,7,-3
O=C(/C=C/C(=N\Nc1ccccc1)c1ccccc1)c1ccccc1,14,26,38,31,22,72*
CC(C)N=C(N)N=C(N)N,14,4,31,4,30,-3
COc1c(C(=O)/C(=N/Nc2ccc(C(=O)O)cc2)C(C)=O)c(O)cc2occc12,33,29,7,22,36,23
CCCC(C)(O)CN (centres undefined),-3,-1,-1,10,16,-2
COc1ccc(N=C2c3cc([N+](=O)[O-])ccc3-c3c2cccc3[N+](=O)[O-])cc1,-8,-4,-5,-21,3,-7
O=C(Nc1ccc2ccccc2c1)c1cc2ccccc2cc1O,10,-4,-8,-9,32,13
CCOC(=O)C(=O)Nc1ccccc1OCC,11,-11,3,-28,1,4
CCC1(CC)C(=O)NC(=Nc2ccccc2)N(c2ccccc2)C1=O,-16,-15,-42,-53,6,-15
CNc1nnnn1C1OC(CO)C(O)C1O (centres undefined),-9,-10,-2,9,-11,-21
O=C(c1ccc(Cl)cc1)N1CCCCC1,3,-18,1,-1,-7,-6
COc1cc2c(cc1OC)C(c1ccccc1)OCC2 (centres undefined),10,7,-8,-46,-3,-2
O=Cc1ccc2ccccc2[n+]1[O-],-5,-2,4,-19,2,-3
CC(c1ccccc1)C1(C)NC(=O)NC1=O (centres undefined),-25,-2,-12,-4,7,-10
Nc1c(N=Nc2ccc(S(=O)(=O)O)cc2)cc2c3c(cccc13)CC2,2,21,11,9,-40,2
O=C(Oc1c(Cl)cc([N+](=O)[O-])cc1[N+](=O)[O-])Sc1ccccc1,100*,100*,99*,99*,99*,99*
S=c1[nH]c2ccccc2[nH]c1=S,21&10,13&-3,-26&19,-45&-85,38&-12,26&2
CN(C)c1c2ccccc2c(NC=O)c2ccccc12,-15,12,3,25,-1,9
NC(=O)C1CCc2ccccc2C1 (centres undefined),-15,3,1,3,-5,-9
O=C1Oc2ccccc2C(=O)/C1=C/N1C(=O)/C(=C/c2ccc3c(c2)OCO3)SC1=S,48,80*,61,70*,66,44
CCOC(=O)c1c(Br)c(-c2ccc(OC)cc2)c(Br)n1C,10,-22,-13,-48,-39,-6
CCCCCCCCCC(=O)OCC1OC(n2cc(F)c(=O)[nH]c2=O)C(N)C(OC(=O)CCCCCCCCC)C1O (centres undefined),6,17,43,58,9,8
# Next part.
SMILES,yeast mec2-1,sgs1 mgt1,rad50,cln2 rad14,bub3,yeast mlh1 rad18
CC(=O)Nc1c(CCCCc2ccccc2)[nH]c(=O)[nH]c1=O,22,26,2,1,17,-1
NC(=O)C(=CNC(=S)NCc1ccccc1)C(N)=O,-23,-22,0,-6,-17,1
CC1COC(c2ccc(Cl)cc2Cl)O1 (centres undefined),-2,-1,8,1,3,-1
NC(N)=NCCO,12,-6,14,9,9,0
CN(C)c1ccc(C=C2/C(=N\O)c3ccccc3/C2=N/O)cc1,38,39,-2,-8,34,48
N=C(N)SCC(O)C(O)CSC(=N)N (centres undefined),4,-1,0,-30,-6,-2
O=C(NCCCCCCNC(=O)n1cc(F)c(=O)[nH]c1=O)NCCCOCCOCCCNC(=O)C(O)C(O)C(O)C(O)CO (centres undefined),-10,-11,-3,-7,-26,15
O=S(=O)(O)Sc1ncnc2nc[nH]c12,2,-15,0,-9,-7,-11
CCOC(=O)N(CC)c1ccccc1,-2,13,5,10,7,-16
ICC1CCCO1 (centres undefined),1,9,3,16,16,0
C/C(=N\O)C1(O)CCCCC1,4,8,29,14,7,16
O=C(C[N+]1(CCc2ccccc2)CCOCC1)c1ccc(-c2ccccc2)cc1,92*,97*,79*,98*,93*,98*
COc1c2occc2c(Br)c2ccc(=O)oc12,0,19,13,7,52,9
CCN(CC)CCNc1cc(OC)c(OC)cc1[N+](=O)[O-],14,6,-35,-7,0,-15
CC(=O)OC(Cc1nc2ccccc2s1)(C(F)(F)F)C(F)(F)F,11,10,23,28,10,41
CC(=O)OCCCCC1CCCO1 (centres undefined),-6,9,7,-17,2,-2
O=c1[nH]cnc2c1cnn2CN1CCOCC1,0,16,19,10,15,9
c1ccc(-c2nc(-c3ccccn3)cc3ccccc23)cc1,-18,10,-2,3,5,19
c1ccc([B-](c2ccccc2)(c2ccccc2)c2ccccc2)cc1,95*,98*,98*,98*,93*,98*
OCC1OC2OC(c3ccccc3)(c3ccc(OCc4ccccc4)nc3OCc3ccccc3)OC2C1O (centres undefined),3,1,26,15,-10,3
CCCCNC(=O)OCCN=c1c2ccccc2ccc2ccccc12,-31,-10,-26,3,-1,-15
COc1ccc(N2C(=O)C3C=CC(n4[nH]c(=O)n(Cc5ccccc5)c4=O)CC3C2=O)cc1 (centres undefined),2,-1,7,-21,8,-26
O=Cc1cc(C(=O)OCc2ccccc2)n(S(=O)(=O)c2ccccc2)c1,2,-6,-2,14,7,-10
COc1ccc(C(=C(c2ccc(OC)cc2)c2ccc(OC)cc2)c2ccc(OC)cc2)cc1,-5,15,35,4,-5,5
CCCCn1cccc1,10,9,33,15,27,26
# (next part)
SMILES,yeast mec2-1,sgs1 mgt1,rad50,cln2 rad14,bub3,yeast mlh1 rad18
CCc1cccc(CC)c1N1C(=O)C=CC1=O,94*,94*,93*,92*,93*,93*
CC1CN=C(CCc2ccc(NC(=O)c3ccc(C(=O)Nc4ccc(CCC5=NCC(C)N5)cc4)cc3)cc2)N1 (centres undefined),-6,37,9,51,0,54
N=c1c2ncn(C3OC(COP(=O)(O)O)C(O)C3O)c2ncn1O (centres undefined),0,-7,13,-18,-10,1
O=C1C=C(c2ccccc2)C(=O)C(c2ccccc2)=C1c1ccccc1,88*,89*,73*,80*,78*,90*
O=C1NS(=O)(=O)c2cc(Cl)ccc21,-22,-24,-34,-18,-2,-13
CC1=C(C(C)(C)C)C(=O)c2ccccc2C1=O,-5,0,5,-17,-16,18
N#Cc1ccccc1CCc1ccccc1,-4,-2,-3,-36,-6,-6
Nc1nc(=S)c2ncn(C3OC(CO)C(O)C3O)c2[nH]1 (centres undefined),92*!,-8&-4,39&12,97*!,98*!,98*!
Cc1cc(C)nc(NS(=O)(=O)c2ccc(NC(=O)c3cccnc3Nc3cccc(Cl)c3)cc2)n1,13,55,46,22,26,82*
O=C(c1cccs1)c1cccs1,-13,-18,-6,-67,8,-8
CC(C)OC(=O)Nc1c(C(C)C)cccc1C(C)C,-26,-3,-6,21,20,-13
Cc1ccc(S(=O)(=O)N2CCCC(=O)c3ccccc32)cc1,14,-13,-12,9,12,11
O=S(=O)(Cl)c1ccccc1Cl,-18,.,-8,.,.,10
NC(CC(=O)O)Cc1ccccc1 (centres undefined),4,9,4,-9,-24,0
C=C(Br)CNC(=O)Nc1ccc(Cl)c(Cl)c1,16,21,0,6,23,-86
COc1ccccc1NC(=O)CC(=O)n1nc(C)c(N=Nc2ccccc2F)c1C,1,-28,-42,7,-32,-30
CN(CN(C)N=Nc1ccc(Br)cc1)CN(C)N=Nc1ccc(Br)cc1,20,4,-1,23,5,15
O=C(c1ccc(N2CC=C(c3ccccc3)CC2)cc1)C1CC1,15,19,-13,-11,-18,-22
Cc1nc(N)sc1N=Nc1ccc(Cl)cc1Cl,76*,84*,82*,84*,82*,93*
O=C1c2cc(Br)ccc2-c2ccc(Br)c3cccc1c23,-21,-6,-11,10,-1,-20
NC(=O)NC(=O)c1cccc([N+](=O)[O-])c1,-14,2,5,-6,7,9
N=C1C=C(N)C(=O)c2ccccc21,65,94*,98*,76*,94*,95*
CCOCNC(=O)N(COCC)COCC,-15,-12,-22,3,-22,-4
NN1C(=O)Cc2ccc(Cl)cc21,-1,-3,9,-34,-3,2
O=C(Nc1ccc(C(F)(F)F)cc1[N+](=O)[O-])C(=O)C(C(=O)c1ccc2ccccc2c1)C1OC(=O)c2ccccc21 (centres undefined),5,14,2,-29,23,10

# Among those listed so far, nine have a Cl atom.
SMILES,yeast mec2-1,sgs1 mgt1,rad50,cln2 rad14,bub3,yeast mlh1 rad18
O=C(c1ccc(Cl)cc1)N1CCCCC1,3,-18,1,-1,-7,-6
O=C(Oc1c(Cl)cc([N+](=O)[O-])cc1[N+](=O)[O-])Sc1ccccc1,100*,100*,99*,99*,99*,99*
CC1COC(c2ccc(Cl)cc2Cl)O1 (centres undefined),-2,-1,8,1,3,-1
O=C1NS(=O)(=O)c2cc(Cl)ccc21,-22,-24,-34,-18,-2,-13
Cc1cc(C)nc(NS(=O)(=O)c2ccc(NC(=O)c3cccnc3Nc3cccc(Cl)c3)cc2)n1,13,55,46,22,26,82*
O=S(=O)(Cl)c1ccccc1Cl,-18,.,-8,.,.,10
C=C(Br)CNC(=O)Nc1ccc(Cl)c(Cl)c1,16,21,0,6,23,-86
Cc1nc(N)sc1N=Nc1ccc(Cl)cc1Cl,76*,84*,82*,84*,82*,93*
NN1C(=O)Cc2ccc(Cl)cc21,-1,-3,9,-34,-3,2

# 3 structures from above, arranged by heavy-atom count, falling.
SMILES,yeast mec2-1,sgs1 mgt1,rad50,cln2 rad14,bub3,yeast mlh1 rad18
c1ccc(-c2nc(-c3ccccn3)cc3ccccc23)cc1,-18,10,-2,3,5,19
CCOCNC(=O)N(COCC)COCC,-15,-12,-22,3,-22,-4
ICC1CCCO1 (centres undefined),1,9,3,16,16,0

# The list goes on.
SMILES,yeast mec2-1,sgs1 mgt1,rad50,cln2 rad14,bub3,yeast mlh1 rad18
O=C(/C=C/c1ccccc1)c1cccc([N+](=O)[O-])c1,15,21,26,55,42,4
O=C(O)c1ccccc1C(=O)Nc1cccc([N+](=O)[O-])c1,18,-3,8,-93,17,-12
CCOC(=O)C/C(C)=N/NS(=O)(=O)c1ccc(NC(C)=O)cc1,-20,8,-8,-9,-27,-25
CC1CCCC2(C1)OCC(O)CO2 (centres undefined),-2,9,23,13,8,10
COC(=O)c1ccc2c(c1)C(O)NC(=O)O2 (centres undefined),98*,99*,98*,99*,99*,98*
Cc1c(/C=N/NS(=O)(=O)c2ccccc2)no[n+]1[O-],-26,-33,-16,1,-39,-20
O=C(O)CNc1ccc(S(=O)(=O)c2ccc(NCC(=O)O)cc2)cc1,3,-1,9,31,0,6
Cc1ccc2nc3c4ccccc4c4ccccc4c3nc2c1C,-12,-6,-10,11,-24,-19
CC(=O)N1C(=O)NC(=O)C1(C)C,-30,7,-7,-18,2,-7
CC1CN=C(Nc2ccc(S(N)(=O)=O)cc2)S1 (centres undefined),-19,-58,-21,-11,-2,-43
N#Cc1nc(C#N)c(Sc2ccccc2)c(Sc2ccccc2)c1Sc1ccccc1,-8,-9,-12,22,9,6
CCCn1c(C)nc2c([N+](=O)[O-])cc(C)cc21,-15,-13,-4,-34,13,-5
NC1=NC2=c3ccccc3=C(c3cnccn3)C2(c2cnccn2)c2ccccc21 (centres undefined),-21,-21,-26,-14,-13,-30
CNc1ccc(N)cc1,22,-4,-15,26,7,-15
COc1ccc(OC)c2c1CCCC2,-6,-2,-8,-7,1,7
CCOP(=O)(OCC)OC1c2[nH]ccc2-c2cc(C(=O)OC)[nH]c2C1OC (centres undefined),26,83*,12,6,22,61
O=C(O)CNc1ccc([N+](=O)[O-])cc1C(=O)O,-1,3,-1,7,-7,-6
O=C1c2ccccc2CCCC12OC2c1ccccn1 (centres undefined),10,7,-3,-11,19,4
O=C1CCC2CCCCC23c2ccccc2NC13 (centres undefined),-1,-12,22,-53,-25,12
O=C(NC(O)C(=O)O)c1ccc(Cl)cc1 (centres undefined),-11,-6,-11,17,-6,-28
CC(=O)OCC1CCC=CO1 (centres undefined),-12,-8,4,-36,-8,-21
CCCCNS(=O)(=O)c1cc(C(=O)O)cc(C(=O)O)c1,-7,4,3,-34,3,-2
CCCSc1nn2cc(NC(=O)OC)nc2s1,-9,-4,-14,-24,7,-6
O=S(=O)(O)CCCCCO,-19,-16,-6,-47,-3,-10
CCC(=O)OCC(CC(=O)NCCc1ccccc1)=NCCc1ccccc1,-1,17,19,9,3,15
CCO/N=C(\C(=O)NO)c1ccccc1,2,2,-6,-24,-2,13
CCOCCc1ccccn1,-17,-9,-1,11,-6,-4
COc1cc(/C=N/N=C(\N)NO)cc(Cl)c1O,-29,-27,-20,-19,-8,-36
CCOC(=O)C(C#N)CC (centres undefined),5,1,-9,5,-5,13

# Gathered by group: the entries above with bromine
SMILES,yeast mec2-1,sgs1 mgt1,rad50,cln2 rad14,bub3,yeast mlh1 rad18
CCOC(=O)c1c(Br)c(-c2ccc(OC)cc2)c(Br)n1C,10,-22,-13,-48,-39,-6
COc1c2occc2c(Br)c2ccc(=O)oc12,0,19,13,7,52,9
C=C(Br)CNC(=O)Nc1ccc(Cl)c(Cl)c1,16,21,0,6,23,-86
CN(CN(C)N=Nc1ccc(Br)cc1)CN(C)N=Nc1ccc(Br)cc1,20,4,-1,23,5,15
O=C1c2cc(Br)ccc2-c2ccc(Br)c3cccc1c23,-21,-6,-11,10,-1,-20
